Assay outcomes: PubChem BioAssay, several laboratories
Rpn11 inh: Rpn11 (human) deubiquitinase inhibition; O00487; human 26S proteasome, Ub4-pepOG fluorescence polarization; 20S core pre-blocked with epoxomicin; calls only at 20 µM; 360,000 tested, 0.59% active;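 active = inhibition at 20 µM, scaled to each plate's controls, above about 33%, limit read from the data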
Neddylation inh: blocks human cullin neddylation. calls only at 25 µM. TR-FRET cullin neddylation, biochemical. 360,000 tested, 0.58% active. P61081+Q13564; in the data active = inhibition above about 36%
Scp-1 inhibitor: Scp-1 (human) phosphatase inhibition | Recombinant Scp1, phosphopeptide, malachite green phosphate absorbance | inhibition, % at 20 µM | 340,000 tested, 0.88% active;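 active = inhibition above about 50% at 20 µM, limit read from the data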;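 note: plate controls were DMSO wells with enzyme for no effect and wells lacking enzyme for full effect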
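Test system: SCP-1 phosphatase catalytic domain, residues 76-261 | Compound dosing: One concentration, 20 µM, with 1.0% DMSO | Schedule: 45 min room-temperature reaction, 5 min colour, 30 min stabiliser | Detection: Absorbance at 630 nm | Read-out basis: % inhibition of SCP-1 phosphate liberation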
Rin1-Abl PPI inh: blocks binding of human Rin1 to Abl; P00519+Q13671; TR-FRET Rin1/Abl binding, biochemical; inhibition, % at 7.35 µM; 360,000 tested, 0.4% active; in the data active = inhibition above about 5%, passing the limit was not always enough
STEP block: inhibitors of human striatal-enriched phosphatase STEP. 360,000 tested, 0.25% active. AID 588621. inhibition, % at 20 µM. recombinant STEP, OMFP fluorogenic substrate, fluorescence. P54829;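 active = inhibition at 20 µM, scaled per plate between control wells, above about 37%, limit read from the data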;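 note: 0% = DMSO with enzyme and substrate and 100% = substrate only without enzyme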
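Material: STEP (striatal-enriched tyrosine phosphatase) enzyme, cell-free | Medium: 50 mM Bis-Tris pH 6.0 with 2.5 mM DTT and 0.005% Tween 20 | Read-out: Percent inhibition scaled to no-enzyme and uninhibited-enzyme controls, plate-pattern corrected | Signal: Fluorescence read at 480 nm ex / 540 nm em | Times: 20 min reaction, room temperature, in the dark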
LMPTP block: LMPTP (human) inhibition; P24666; recombinant LMPTP-A, OMFP fluorogenic substrate, fluorescence intensity; inhibition, % at 20 µM; 360,000 tested, 0.22% active;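 active = compounds that cut the enzyme signal by at least half of the control window in the single-dose screen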;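 note: plate controls were DMSO wells with enzyme plus substrate for no effect and substrate without enzyme for full effect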
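Test system – LMPTP-A enzyme · Amount – LMPTP-A at 0.625 nM final in the reaction · Buffer or medium – Bis-Tris pH 6.0, DTT, detergent · Reagent – OMFP 400 µM · Doses – single 20 µM dose · Schedule – reaction 50 min, room temperature, dark · Detection – fluorescence intensity of OMFP turnover product · Evaluation – percent inhibition versus substrate-only and uninhibited controls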
CSN deneddyl inh: CSN deneddylation inhibition. Q92905. Purified CSN, SCF-Nedd8-OG deneddylation, fluorescence polarization. inhibition, % at 12.5 µM. 360,000 tested, 0.38% active;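 active = pattern-corrected inhibition above about 35%, with an unprinted fluorescence ratio check between 0.5 and 1.5, limit read from the data, passing the limit was not always enough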;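 note: 0% = enzyme with substrate and 100% = substrate without enzyme; some results filed as inactive read as strong as hits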
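Test system: purified human Csn5 enzyme expressed in HEK293T cells. Amount: 0.24 nM enzyme. Reagent: SCFSkp2-Nedd8OG substrate at 10 nM final. Schedule: 90 min incubation of compound, enzyme and substrate at room temperature. Detection: fluorescence polarization. Read-out: % inhibition of substrate cleavage by Csn5.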
SUMO1 PPI mod: alters human SUMO1 binding to SIM partners; P63165; inhibition, % at 20 µM; 360,000 tested, 0.33% active; SUMO1 binding to a labelled peptide, TR-FRET, 1 h; in the data active = inhibition above about 37%
NadD inh: NadD (S. aureus) enzyme inhibition; inhibition, % at 20 µM; purified NadD enzyme, colorimetric absorbance read-out; 360,000 tested, 0.78% active; AID 602399; in the data active = inhibition above about 26%; note: some compounds past the cut are filed as inactive
DNMT1 inh: DNMT1 (human) enzyme inhibition; P26358; DNMT1 molecular beacon, Hinp1I cleavage, fluorescence; inhibition (reported as % activation of signal), % at 10 µM; 360,000 tested, 0.83% active; in the data active = inhibition above about 50%
Target sequence (P26358 504-1616 limits assumed): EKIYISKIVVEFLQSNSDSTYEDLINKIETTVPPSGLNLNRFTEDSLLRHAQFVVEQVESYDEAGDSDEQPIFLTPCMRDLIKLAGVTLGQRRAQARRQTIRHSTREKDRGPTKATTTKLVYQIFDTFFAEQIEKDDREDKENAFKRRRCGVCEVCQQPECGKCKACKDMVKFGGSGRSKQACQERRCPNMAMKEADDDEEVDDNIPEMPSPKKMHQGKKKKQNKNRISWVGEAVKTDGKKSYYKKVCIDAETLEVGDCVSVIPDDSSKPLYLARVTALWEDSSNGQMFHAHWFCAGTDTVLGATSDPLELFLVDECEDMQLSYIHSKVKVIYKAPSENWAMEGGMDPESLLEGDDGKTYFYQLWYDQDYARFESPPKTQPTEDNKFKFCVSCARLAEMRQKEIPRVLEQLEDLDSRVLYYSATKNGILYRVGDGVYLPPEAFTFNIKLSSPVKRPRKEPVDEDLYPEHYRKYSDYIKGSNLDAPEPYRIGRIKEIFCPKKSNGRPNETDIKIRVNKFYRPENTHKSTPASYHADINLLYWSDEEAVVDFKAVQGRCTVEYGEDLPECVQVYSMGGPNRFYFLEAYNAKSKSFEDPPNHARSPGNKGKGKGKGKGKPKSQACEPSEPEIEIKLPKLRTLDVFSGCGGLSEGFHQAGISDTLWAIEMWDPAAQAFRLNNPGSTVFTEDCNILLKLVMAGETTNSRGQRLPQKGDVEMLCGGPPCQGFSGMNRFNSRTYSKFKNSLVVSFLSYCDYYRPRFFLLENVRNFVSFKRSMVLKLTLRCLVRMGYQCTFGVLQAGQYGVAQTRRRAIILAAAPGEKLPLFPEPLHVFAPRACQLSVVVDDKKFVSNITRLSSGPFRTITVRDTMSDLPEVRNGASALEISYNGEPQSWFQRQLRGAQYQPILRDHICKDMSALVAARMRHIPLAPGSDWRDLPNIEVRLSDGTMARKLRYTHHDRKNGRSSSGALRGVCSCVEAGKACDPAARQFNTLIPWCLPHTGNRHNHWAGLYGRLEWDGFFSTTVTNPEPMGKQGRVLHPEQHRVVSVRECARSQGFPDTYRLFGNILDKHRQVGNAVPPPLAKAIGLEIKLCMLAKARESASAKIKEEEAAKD
* = called active by the depositor; i = inactive; . = not tested or not shown; + = active, no number.

SMILES	Rpn11 inh	Neddylation inh	Scp-1 inhibitor	Rin1-Abl PPI inh	STEP block	LMPTP block	CSN deneddyl inh	SUMO1 PPI mod	NadD inh	DNMT1 inh
COc1cccc(C(=O)N/N=c2/oc3ccccc3cc2C(N)=O)c1	i	i	-15	-5	2	0.5	-2	-28	-5	2
CCc1cc2c(=O)n(-c3ccc(C)cc3)cnc2s1	i	i	3	6	-2	-1.1	-1	-2	2	2
C/C(=C\C(=O)c1ccc(Cl)s1)N(C)C	i	i	-12	-5	1	0.5	8	-5	-3	2
O=C(Oc1ccccc1[N+](=O)[O-])c1cccnc1	i	i	7	-3	10	1.1	4	-8	4	3
O=C(Nc1cccnc1Oc1ccc(Cl)cc1)c1cccc2ccccc12	i	i	-10	-2	-1	2.3	9	1	1	0
Cc1ccc(-n2c(C)cc(C(=O)COc3cccnc3[N+](=O)[O-])c2C)cc1	i	i	-12	2	4	1.1	-2	-6	-10	-1
c1ccc(-n2nnnc2-c2cccc3ccccc23)cc1	i	i	0	5	-3	1.5	5	2	-3	3
CCNC(=S)N1CCN(S(=O)(=O)/C=C/c2ccccc2)CC1	i	i	-1	-2	-2	0.0	4	-7	0	1
COc1ccc(C2=NOC(Cn3nc(C(=O)NCc4cccc(Br)c4)cc3-c3ccccc3)C2)cc1 (stereo not drawn)	i	i	-14	3	-1	7.4	4	4	-3	-9
Cc1cc(C)cc(Oc2ncnc3c2ncn3Cc2c(Cl)cccc2Cl)c1	i	i	0	0	6	3.6	-2	4	-1	-4
COCCc1nc2ccc(C(=O)N(C)Cc3cccc(-n4cccn4)c3)cc2o1	i	i	-2	1	-3	-1.5	-3	3	-2	1
CCNc1nc(NCC)n2c(SCc3nc4ccccc4c(=O)[nH]3)nnc2n1	i	i	-7	-1	-9	-2.1	-3	-1	-5	-1
NC(=O)c1ccc(NCC2COc3ccccc3O2)c([N+](=O)[O-])c1 (stereo not drawn)	i	i	-11	-4	2	1.3	2	-24	-1	-1
COC(=O)C1(C(O)C(=O)c2ccc(C)cc2C)CCCCC1 (stereo not drawn)	i	i	-2	-2	2	0.6	-5	3	-4	0
Cc1cccc(-c2noc(CN(C(C)C)S(=O)(=O)c3ccc(F)cc3)n2)c1	i	i	-15	2	3	1.7	-1	1	0	2
Clc1cccc(-c2nnc(SCc3nc4ccccc4[nH]3)n2Cc2ccco2)c1	i	i	0	1	3	-0.2	1	8	22	-9
Cc1c(C(=O)Nc2ccccc2Cl)oc2ccc(S(=O)(=O)N3CCC4(CC3)OCCO4)cc12	i	.	-1	-2	19	1.4	0	30	-6	-2
COCCN1C=C(C(=O)OC)C(c2ccccc2C(F)(F)F)C(C(=O)OC)=C1	i	.	0	-4	1	-0.3	2	-5	-3	-3
FC(F)(F)c1ccc(-c2cccc3c2C2CC3CCN2Cc2ccccc2)cc1 (stereo not drawn)	i	i	16	-1	1	0.9	-2	2	-1	5
FC(F)(F)c1cc(C(F)(F)F)n2nc(-c3sccc3-n3cccc3)cc2n1	i	i	0	-3	3	2.3	0	-1	3	15
O=C(Nc1ccc(N2CCOCC2)cc1)c1ccc(S(=O)(=O)NCc2ccco2)cc1	i	i	-4	0	1	-1.2	3	0	-7	6
O=C(CSc1nnc(COc2cccc3cccnc23)o1)N1CCCC1	i	i	-4	2	8	-0.6	2	2	-5	-1
NNC(=O)c1ccc(Cn2cc(Br)cn2)o1	i	i	-11	1	0	-1.1	6	-1	5	-1
CCOc1cc(OCC)cc(C(=O)N2CCC[C@H]2C(=O)N2CCC[C@H]2C(=O)N[C@H](C)c2ccccc2)c1	.	i	.	.	.	-1.1	1	1	-3	.
Cc1cc(=O)n2[nH]c(-c3ccsc3-n3c(C)ccc3C)cc2n1	+	i	47	3	-1	20	42	38	31*	67*

Structural class, the compounds so far containing sulfur.
SMILES	Rpn11 inh	Neddylation inh	Scp-1 inhibitor	Rin1-Abl PPI inh	STEP block	LMPTP block	CSN deneddyl inh	SUMO1 PPI mod	NadD inh	DNMT1 inh
CCc1cc2c(=O)n(-c3ccc(C)cc3)cnc2s1	i	i	3	6	-2	-1.1	-1	-2	2	2
C/C(=C\C(=O)c1ccc(Cl)s1)N(C)C	i	i	-12	-5	1	0.5	8	-5	-3	2
CCNC(=S)N1CCN(S(=O)(=O)/C=C/c2ccccc2)CC1	i	i	-1	-2	-2	0.0	4	-7	0	1
CCNc1nc(NCC)n2c(SCc3nc4ccccc4c(=O)[nH]3)nnc2n1	i	i	-7	-1	-9	-2.1	-3	-1	-5	-1
Cc1cccc(-c2noc(CN(C(C)C)S(=O)(=O)c3ccc(F)cc3)n2)c1	i	i	-15	2	3	1.7	-1	1	0	2
Clc1cccc(-c2nnc(SCc3nc4ccccc4[nH]3)n2Cc2ccco2)c1	i	i	0	1	3	-0.2	1	8	22	-9
Cc1c(C(=O)Nc2ccccc2Cl)oc2ccc(S(=O)(=O)N3CCC4(CC3)OCCO4)cc12	i	.	-1	-2	19	1.4	0	30	-6	-2
FC(F)(F)c1cc(C(F)(F)F)n2nc(-c3sccc3-n3cccc3)cc2n1	i	i	0	-3	3	2.3	0	-1	3	15
O=C(Nc1ccc(N2CCOCC2)cc1)c1ccc(S(=O)(=O)NCc2ccco2)cc1	i	i	-4	0	1	-1.2	3	0	-7	6
O=C(CSc1nnc(COc2cccc3cccnc23)o1)N1CCCC1	i	i	-4	2	8	-0.6	2	2	-5	-1
Cc1cc(=O)n2[nH]c(-c3ccsc3-n3c(C)ccc3C)cc2n1	+	i	47	3	-1	20	42	38	31*	67*

Three entries out of the list above, sorted by the number in Rin1-Abl PPI inh, falling.
| compound | Rpn11 inh | Neddylation inh | Scp-1 inhibitor | Rin1-Abl PPI inh | STEP block | LMPTP block | CSN deneddyl inh | SUMO1 PPI mod | NadD inh | DNMT1 inh |
| --- | --- | --- | --- | --- | --- | --- | --- | --- | --- | --- |
| FC(F)(F)c1cc(C(F)(F)F)n2nc(-c3sccc3-n3cccc3)cc2n1 | i | i | 0 | -3 | 3 | 2.3 | 0 | -1 | 3 | 15 |
| NC(=O)c1ccc(NCC2COc3ccccc3O2)c([N+](=O)[O-])c1 (stereo not drawn) | i | i | -11 | -4 | 2 | 1.3 | 2 | -24 | -1 | -1 |
| COc1cccc(C(=O)N/N=c2/oc3ccccc3cc2C(N)=O)c1 | i | i | -15 | -5 | 2 | 0.5 | -2 | -28 | -5 | 2 |

Continuation:
SMILES	Rpn11 inh	Neddylation inh	Scp-1 inhibitor	Rin1-Abl PPI inh	STEP block	LMPTP block	CSN deneddyl inh	SUMO1 PPI mod	NadD inh	DNMT1 inh
CC(=O)c1c(C)[nH]c(C(=O)COC(=O)CCCOc2ccccc2)c1C	i	i	0	2	-2	-1.1	0	-1	-3	1
COc1ccc(CNC(=O)Cn2nc(Cc3cccnc3)c3ccccc3c2=O)cc1	i	i	-5	1	-3	-0.6	-5	-9	-5	2
COc1cc2c(cc1OC)C(C)N(C(=O)c1c(C)noc1C)CC2 (stereo not drawn)	i	i	-4	0	-1	0.3	2	0	0	1
OCC[C@@H]1C[C@H](O)[C@@H](O)[C@@]2(OCc3cc(Cl)ccc32)O1	i	i	.	-3	1	-0.5	3	3	-4	-1
O=C(Nc1ccc(Oc2ccc(S(=O)(=O)N3CCOCC3)cn2)cc1)c1ccco1	i	i	-4	2	2	-0.1	0	-1	-7	0
CC(=O)c1cc(-c2ccccc2)n(CC(=O)N2CCC(C)CC2)c1C	i	i	-11	4	-1	0.2	-1	-4	1	6
COc1ccc(C(C)C)cc1S(=O)(=O)N1CCC(C(=O)NCC2CCCO2)CC1 (stereo not drawn)	i	i	-15	1	-1	-0.6	-3	4	-8	0
CCOC(=O)c1cc(-c2ccc(C)cc2)n(CCC(=O)NCCN(C)C)c1C	i	i	-5	-1	-3	-1.8	-4	0	-33	1
O=C(c1ccccc1NS(=O)(=O)c1ccc(F)cc1)N1CCCC1	i	i	3	-1	1	-0.6	0	0	-2	-6
COc1ccc(NC(=O)C2=NN(C3CCS(=O)(=O)C3)C(=O)CC2)cc1S(N)(=O)=O (stereo not drawn)	i	i	-12	-3	-3	-1.6	-4	-2	1	3
CCOC(=O)[C@H]1[C@H]2COc3ccc(OC)cc3[C@@H]2N2C(=O)CN(Cc3ccc(Cl)cc3)C(=O)[C@@]12C	i	i	-9	2	-2	1.1	-10	1	-3	-2
CC1=NN(C(C#N)c2cccc([N+](=O)[O-])c2)C(C)(C)C1 (stereo not drawn)	i	i	-8	2	0	-0.6	-4	-12	1	1
COc1cccc(C2CC(=O)N3CN(c4ccccc4F)CSC3=C2C#N)c1 (stereo not drawn)	i	i	-17	0	1	19	13	1	-2	-3
Cc1cc2occ(CC(=O)NC3CCCc4ccccc43)c2cc1C (stereo not drawn)	i	i	1	-3	-1	0.1	1	-3	-1	-2
Cc1ccc(S(=O)(=O)N2CCOCC2)cc1C(=O)N(Cc1nnc(-c2ccccc2Cl)o1)C1CC1	i	i	-14	2	-1	-0.6	0	1	-5	0
OCCSc1ncnc2c1oc1ccccc12	i	i	-2	-353	-11	-2.5	3	2	-4	6
CC1(C)CC(=O)C=C(c2ccc(Cl)c(C(F)(F)F)c2)C1	i	i	-2	1	1	0.9	-2	-5	-5	2
Cc1cccc(NC(=O)CSc2nnc(-c3ccco3)c(-c3ccco3)n2)c1	i	i	39	7	3	11	25	11	11	35
CCOc1ccc2[nH]cc(S(=O)(=O)c3ccc(F)cc3)c(=O)c2c1	i	i	-16	2	-5	-1.4	-3	6	2	1
Cn1c(Cn2cnc([N+](=O)[O-])n2)nnc1SCC(=O)Nc1ccccc1	i	i	-5	-1	1	-1.2	-1	-16	1	2
COc1cc(C(=O)Nc2ccccc2C2COC(=O)C2=N)cc(OC)c1OC (stereo not drawn)	i	i	-1	-1	-3	-0.9	-6	2	-4	-1
COc1ccccc1N(Cc1cc(=O)[nH]c2ccccc12)C(=O)c1ccccc1	i	i	0	-1	-1	-0.3	3	-2	1	-1
CCn1cc(CCCC(=O)NCc2ccccc2OC)c2ccccc21	i	i	-16	2	4	1.3	2	-2	-10	-4
CCOc1ccc2c(c1)C(C)=CC(C)(C)N2S(=O)(=O)c1ccc(NC(C)=O)cc1	i	i	-10	0	-4	0.7	2	4	-9	-4
CNC(=S)N(CCN(C)C)Cc1cc2cc3c(cc2[nH]c1=O)OCO3	i	i	-6	-1	1	0.6	7	1	-8	0
N#C/C(=N\Nc1cccc(C(F)(F)F)c1)C(=O)c1csc(-c2cccnc2)n1	i	i	5	3	-3	1.4	3	18	27	-2
O=C(c1cc2sccc2n1Cc1ccc(F)cc1)N1CCCc2ccccc21	i	i	-16	3	2	4.6	2	2	-5	1
Nc1cc(N)cc(-c2nc3ccccc3o2)c1	i	i	-15	-1	3	-2.3	-1	4	7	-48
O=C(CNc1cccc(Cl)c1)NNC(=S)NCc1ccccc1	i	i	-7	-1	5	-1.0	-6	1	-2	-2
